PERK inhibitor – human PERK inhibition, primary cell-based screen. 0.17% of 220,000 active. inhibition, % at 5.6 µM. Q9NZJ5. AID 1416. CHO PERK-DD fusion, SEAP luminescence translation reporter;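 active = inhibition above the mean inhibition of all tested compounds plus 3 SD, set separately per screening campaign, cut at about 2.9% in these data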;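 also: PERK kinase domain activated by AP20187 dimerizer at 100 nM; 0% = DMSO with dimerizer and 100% = rapamycin at 8.4 µM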
S1P4 antag – blocks the human S1P4 receptor; inhibition, % at 4.98 µM; S1P4-expressing cells, antagonist mode, reporter read-out; O95977; 0.26% of 220,000 active; in the data active = inhibition above about 29%;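 also: 0% = wells stimulated with agonist and 100% = vehicle wells without agonist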
Target sequence (O95977 whole entry, looked up): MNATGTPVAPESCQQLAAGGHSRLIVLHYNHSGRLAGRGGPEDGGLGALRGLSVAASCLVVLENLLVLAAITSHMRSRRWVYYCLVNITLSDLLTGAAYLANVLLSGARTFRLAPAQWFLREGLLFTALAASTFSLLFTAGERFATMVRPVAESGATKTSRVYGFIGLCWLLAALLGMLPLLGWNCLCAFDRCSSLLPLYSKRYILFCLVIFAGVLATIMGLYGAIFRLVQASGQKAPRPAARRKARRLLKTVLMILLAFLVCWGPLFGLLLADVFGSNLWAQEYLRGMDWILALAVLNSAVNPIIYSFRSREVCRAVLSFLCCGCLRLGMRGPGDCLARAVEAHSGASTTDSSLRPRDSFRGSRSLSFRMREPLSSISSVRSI
EP2 mod – EP2 receptor (human) modulation; EP2-expressing cells, cAMP HTRF FRET, PGE2 co-stimulation; induction, % at 25 µM; 0.83% of 260,000 active; AID 940;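 active = compounds whose cAMP rise, as percent of the full-agonist control response, exceeds 60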;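 also: rat C6 glioma line stably carrying human EP2 under a CMV promoter; the protocol text gives 20 µM as final concentration; 100% = response of wells given 1 µM PGE2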
Target sequence (P43116 whole entry, looked up): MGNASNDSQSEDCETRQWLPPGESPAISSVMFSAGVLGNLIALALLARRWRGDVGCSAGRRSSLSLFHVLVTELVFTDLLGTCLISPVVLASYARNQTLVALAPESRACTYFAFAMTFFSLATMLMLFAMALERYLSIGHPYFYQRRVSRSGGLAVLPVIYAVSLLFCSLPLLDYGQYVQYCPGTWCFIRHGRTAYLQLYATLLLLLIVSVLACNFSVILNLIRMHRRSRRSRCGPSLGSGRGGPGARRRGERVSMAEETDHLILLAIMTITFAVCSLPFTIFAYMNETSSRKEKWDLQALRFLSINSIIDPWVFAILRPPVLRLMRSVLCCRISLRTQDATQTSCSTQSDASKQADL
S1P4 agonist – agonists of human S1P4 receptor; activation, % at 4.98 µM; S1P4-expressing cell line, agonist reporter assay; 0.35% of 220,000 active; AID 1509; O95977; in the data active = activation above about 11%;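 also: 0% = DMSO vehicle and 100% = reference agonist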
m-calpain inh – blocks pig calpain II enzyme activity; purified calpain II, fluorogenic peptide substrate, 30 min; inhibition, % at 16 µM; 0.37% of 220,000 active; AID 1236;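 active = inhibition above about 50%, limit read from the data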
Ba/F3 V617F tox – lowers viability of Ba/F3 cells expressing EpoR and JAK2V617F; ATP luminescence; 1.1% of 220,000 active; inhibition, % at 5.6 µM;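 active = inhibition above the campaign mean plus 3 SD over all tested compounds, cut at about 24% in these data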;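 also: cytokine-independent growth of Ba/F3 cells driven by EpoR plus mutant JAK2; 0% = DMSO-treated cells and 100% = JAK inhibitor I control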
TRPML3 agonist – activates the human TRPML3 channel | Q8TDD5 | HEK293 TRPML3-YFP, Fluo-8 calcium fluorescence; 100% = the carbachol control signal | activation, % at 3 µM | 0.29% of 220,000 active;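 active = activation above its plate's cutoff, the mean activation of the plate's test wells plus 3 SD, cut at about 12% in these data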;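 also: 0% = DMSO only wells and 100% = carbachol wells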
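Material: HEK293 cells stably carrying human TRPML3-YFP; compound dosing: single dose, 3 µM final nominal compound, 0.3% DMSO final; incubation: 1-h 37 °C dye load, 5-s basal, 120-s post-compound reads; technique: Fluo-8 intracellular calcium fluorescence, excitation 470-495 nm, emission 515-575 nm; read-out basis: percent activation from peak-to-basal fluorescence ratio, scaled between DMSO and carbachol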
zfTRPN1 agonist – zebrafish TRPN1 (NompC) channel agonism; HEK293 zebrafish TRPN1-YFP, Fluo-8 calcium fluorescence; 100% = response to 87 µM carbachol; activation, % at 3 µM; 0.18% of 220,000 active; AID 1424;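 active = activation above its plate's cutoff, the mean activation of test wells on that plate plus 3 SD, cut at about 19% in these data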;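 also: 0% = DMSO alone and 100% = 87 µM carbachol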
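Material: zebrafish TRPN1-YFP in HEK293 cells. Doses: one dose of 3 µM, 0.3% DMSO. Incubation: dye 1 h 37 °C plus 30 min RT. Measured by: intracellular calcium fluorescence with Fluo-8.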
BaF3 parental – reduces parental Ba/F3 cell viability, JAK2V617F counter-screen; CellTiter-Glo ATP luminescence; 1.1% of 220,000 active; inhibition, % at 5.6 µM;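 active = inhibition above a per-campaign cutoff, the mean inhibition of all tested compounds plus 3 SD, cut at about 27% in these data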;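 also: 0% = DMSO wells and 100% = JAK Inhibitor I control wells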
An asterisk follows results filed as active; i = inactive.

No.	mol	PERK inhibitor	S1P4 antag	EP2 mod	S1P4 agonist	m-calpain inh	Ba/F3 V617F tox	TRPML3 agonist	zfTRPN1 agonist	BaF3 parental
1	CCCCN(CCCC)CCCNC(=O)CC1Oc2ccc(C)cc2NC1=O (centres undefined)	0.1	2	-8	-0.8	-21	3	-0.3	0.6	5
2	COC(=O)c1ccc(CSc2nc3sc(C(=O)O)c(C)c3c(=O)[nH]2)cc1	0.1	-19	19	0.8	3	6	1.2	0.6	2
3	CCOC(=O)c1ccc(S(=O)(=O)N2CCN(C(C)=O)CC2)cc1	-0.6	-18	-5	-3.8	27	5	0.5	0.8	-1
4	CCNc1nc(NCC)nc(N(n2cnnc2)S(=O)(=O)c2ccc(C)cc2)n1	-0.1	-21	-3	1.3	15	-2	0.6	-1.9	4
5	Cc1c(F)cccc1NC(=O)CCCCCC1NC(=O)NC1C (centres undefined)	1.2	-2	77*	0.4	-25	2	0.9	-0.5	7
6	O=C(Nc1ccc(Cl)c(C(F)(F)F)c1)C(=O)N1CCCCC1	0.4	-2	-12	-1.1	10	-3	1.1	2.4	2
7	C=C(C)CNC(=S)N/N=C/c1ccco1	0.7	-6	22	0.5	4	-3	0.2	0.1	-4
8	COCc1cc(=O)[nH]c2cc(NC(=O)C(F)(F)F)c(C)cc12	0.8	3	-14	-2.1	i	2	0.8	0.1	6
9	COCC(=O)Nc1cc(Cl)c(OC)cc1OC	1.1	-13	15	0.2	-7	0	0.8	0.0	4
10	CCOc1ccccc1-n1nnnc1SCC(=O)NCc1ccco1	0.2	2	5	0.6	-7	-2	-0.4	-0.9	2
11	Cn1c(CC(=O)NCCO)c(Sc2ccccc2)c2ccccc21	0.8	-10	-2	-0.3	-10	0	0.0	1.7	4
12	O=c1[nH]c2c(n(C3CCCCC3)c1=O)CCC2	-0.2	-24	18	0.5	5	2	1.0	1.9	0
13	O=C(CCc1ccccc1)NC(=S)Nc1cc(C(F)(F)F)ccc1N1CCOCC1	-0.4	15	31	0.4	-1	1	0.4	0.5	6
14	Cc1cc(-c2nnc(-c3ccccc3)c(-c3ccccc3)n2)c(C)o1	-0.8	7	54	-0.5	15	2	0.4	-0.2	4
15	O=C(Oc1cccc(-n2cnnn2)c1)C1CCCCC1	0.6	-16	12	-0.5	26	-1	-0.1	-0.9	3
16	CCCCN(N=Nc1nonc1OC)c1nonc1OC	-0.3	-14	31	-2.0	17	-3	0.3	-2.0	3
17	CC(=O)c1cccc(NC(=O)NCc2cccs2)c1	0.4	-4	4	-0.9	-72	-1	0.3	0.2	5
18	CCOC(=O)c1c(NC(=O)c2ccno2)c2cc([N+](=O)[O-])ccc2n1C	1.2	-8	3	-0.4	1	3	0.2	1.1	1
19	Cc1ccc(C(=O)N/N=C\c2ccc[nH]2)cc1[N+](=O)[O-]	0.4	-8	-12	1.3	9	0	-0.1	0.0	-1
20	CC(C)c1ccc(-c2nnn(CCC(=O)O)n2)cc1	0.1	-18	38	-1.9	-22	6	1.2	-0.2	4
21	CCOC(=O)C1=C(C)N=c2s/c(=C\c3ccc(OC(C)=O)c(OCC)c3)c(=O)n2C1/C=C/c1ccccc1 (centres undefined)	-0.2	2	24	1.4	19	1	0.6	-0.1	1
22	COc1ccccc1C(=O)Nn1c(C2CCC2)nc2ccccc2c1=O	0.1	3	13	-0.3	-5	-6	-1.0	-1.7	0
23	Cc1ccccc1-c1nc(-c2ccc(NC(=O)c3cccs3)cc2)no1	0.5	-16	-20	-0.8	-49	-3	0.4	1.5	3
24	CCCN1C2CCCC1CC(NC(=S)NCCCOCC)C2 (centres undefined)	0.2	10	-30	3.4	-12	1	1.0	0.5	5
25	CCc1ccc(C(=O)NNc2ccc(S(N)(=O)=O)cc2)cc1	0.5	8	23	0.5	-15	1	1.1	2.8	2
26	CCCCN(CC)Cc1ccc(CNC(=S)Nc2ccccc2F)o1	0.5	8	-21	-0.8	16	1	0.4	-0.7	7
27	CC(C)n1cnnc1SCC(=O)Nc1cccc(S(=O)(=O)N(C)c2ccccc2)c1	0.5	4	-15	0.5	-1	-3	0.5	1.1	-3
28	CN(C)c1ccc(/C=C/c2nnnn2-c2ccccc2)cc1	0.5	-11	4	2.9	-130	-4	-0.7	-0.3	2
29	Cc1[nH]n(-c2nc(-c3ccccc3F)cc(=O)[nH]2)c(=O)c1CCO	0.3	-12	-21	1.9	17	-1	-0.5	1.0	8
30	CCNC(=O)NC(=O)C(C)OC(=O)CCS(=O)(=O)c1ccc(C)cc1 (centres undefined)	1.0	-3	0	1.1	7	-3	0.6	0.9	2
31	CCOC(=O)N1CCC(Nc2ccc3nnc(-c4ccccc4)n3n2)CC1	-0.3	-13	-13	-0.9	-35	-1	-0.1	0.7	2
32	COC(=O)c1c(C)nc(C)c2c(=O)oc3ccccc3c12	0.7	-16	9	1.0	35	-1	0.9	-0.1	0
33	NNC(=O)c1ccc(Cn2cc(Br)c(N)n2)cc1	0.0	2	2	2.1	20	-2	-0.5	-0.6	3
34	CCOc1ccc(/C=C2\SC(=O)N(CCNC(=O)C3COc4ccccc4O3)C2=O)cc1OC (centres undefined)	-0.2	4	-36	-1.6	-72	-2	0.7	-1.0	7
35	O=c1ccnc(SCc2ccccc2Cl)[nH]1	0.8	-9	15	-0.6	-5	-3	-0.1	-0.2	0
36	CC(c1ccco1)N(C(=O)c1ccc(S(=O)(=O)N2CCCCC2)cc1)c1ccccn1 (centres undefined)	-0.7	3	-14	-0.1	-15	-1	0.4	0.0	5
37	CCn1ncc(Br)c1C(=O)Nc1cccc(F)c1	0.2	-9	-1	2.6	-13	3	-0.8	-1.7	10
38	CCOC(=O)/C(C#N)=C/c1cn(CCC(=O)O)nc1-c1ccc(OC)cc1	0.5	6	-10	-1.7	-13	2	-0.1	0.5	8
39	CN(C(=O)COC(=O)CNS(=O)(=O)/C=C/c1ccccc1)C1CCS(=O)(=O)C1 (centres undefined)	1.1	9	4	-4.2	-34	-2	0.1	0.7	1
40	CC1(C(=O)Nc2cccc3ccccc23)CC1(Br)Br (centres undefined)	0.8	5	-23	0.2	-60	-2	-1.0	-0.2	-2
41	O=C(Nc1nc2c(s1)CCCC2)c1ccc(Br)s1	-0.1	-20	-11	0.3	10	2	6.0	3.3	14
42	Cc1ccc2[nH]c3c(=O)n4c(nc3c2c1)SCC4	0.7	6	-91	0.9	-52	-2	-0.9	-2.8	-5
43	O=C(CNCc1ccco1)Nc1ccc(N2CCCCCC2)cc1	-0.4	-4	-18	1.6	9	-4	0.3	-0.5	3
44	O=C1CCCC2=C1C(c1ccncc1)c1c(nc(SCc3ccccc3Cl)[nH]c1=O)N2 (centres undefined)	-1.0	-24	-5	-0.1	-108	1	0.0	-1.5	5
45	CN(Cc1ccno1)Cc1cn(C)nc1-c1ccc(Oc2ccccc2)cc1	1.3	1	7	-0.7	1	-1	-0.4	-1.0	-1
46	C=CCn1c(SCC(=O)c2ccc(OC)cc2)nnc1C(C)NC(=O)c1cccs1 (centres undefined)	-0.8	-1	0	-1.6	36	-2	-0.6	0.0	2
47	O=C1N=C(N2CCN(c3ccccc3)CC2)S/C1=C\c1ccco1	0.0	-5	-48	1.7	2	4	0.0	0.0	9
48	OCCN1CCN(CCSc2ccccc2)CC1	0.5	-11	13	0.6	-21	-3	1.0	-0.3	1
49	CC(C)(C)C(=O)NC(=S)Nc1ccccc1F	1.6	-15	12	2.0	-4	-4	-0.4	0.5	4
50	COc1ccc(-c2[nH]ncc2CN(C)Cc2nonc2C)c(OC)c1	1.0	4	11	0.7	9	3	0.3	-0.2	4

(further entries)
No.	mol	PERK inhibitor	S1P4 antag	EP2 mod	S1P4 agonist	m-calpain inh	Ba/F3 V617F tox	TRPML3 agonist	zfTRPN1 agonist	BaF3 parental
51	Clc1cccc(N/N=C/c2ccc(N3CCOCC3)s2)c1	0.4	-7	0	2.6	33	6	0.4	0.7	11
52	COC(=O)c1cccc(NC(=O)Nc2ccc(Cl)cc2)c1	0.6	2	-34	-1.4	10	1	7.2	21*	-1
53	O=C(NC1CCCCCC1)c1ccc2c(=O)n3c(nc2c1)CCCCC3	-0.3	-14	-4	-0.2	-2	-3	0.7	0.8	5
54	CCN(CC(=O)NCCc1ccccc1)S(=O)(=O)c1ccc(Br)cc1	0.5	-9	-2	1.2	39	-3	0.3	1.8	-1
55	CCOC(=O)C(NC(=O)c1cccc(Cl)c1)(OCc1ccc(F)cc1)C(F)(F)F (centres undefined)	-0.2	-29	-7	0.4	-10	-3	-0.8	0.0	5
56	Cc1ccccc1-n1c(=S)[nH]c2nc3c(cc2c1=O)CCCC3	1.7	-9	22	0.6	-6	2	0.5	0.2	8
57	O=C(COC(=O)C1CC(=O)N(Cc2ccccc2)C1)Nc1ccc2c(c1)OCO2 (centres undefined)	0.8	-30	-42	0.4	13	-4	0.4	1.1	-1
58	CC(C)n1cc(-c2nc(C(=O)NN)cs2)c(=O)n(Cc2ccccc2)c1=O	-0.9	20	-2	0.9	-15	2	0.1	2.3	1
59	O=C(COc1ccccc1)NCc1nnc(SCC(=O)Nc2nccs2)n1-c1ccccc1	0.9	-11	12	-2.7	-20	0	0.3	0.5	10
60	Cc1cc(C)n(-c2ccc(C(=O)OCC(=O)Nc3ccc(Cl)c(S(=O)(=O)N(C)C)c3)cc2)n1	0.3	10	-30	-1.1	36	-3	-0.4	-0.4	1
61	COc1ccc(C(O)(C(=O)NNc2ccc(C)cc2)c2cccs2)cc1 (centres undefined)	-0.1	-24	16	-0.2	17	-4	0.2	-0.4	2
62	COC1(NC(=O)c2ccccc2)C(C)=CC(=O)C=C1C	0.4	16	-25	0.9	34	8	0.4	0.1	11

By substructure, those above containing a Cl atom
No.	mol	PERK inhibitor	S1P4 antag	EP2 mod	S1P4 agonist	m-calpain inh	Ba/F3 V617F tox	TRPML3 agonist	zfTRPN1 agonist	BaF3 parental
6	O=C(Nc1ccc(Cl)c(C(F)(F)F)c1)C(=O)N1CCCCC1	0.4	-2	-12	-1.1	10	-3	1.1	2.4	2
9	COCC(=O)Nc1cc(Cl)c(OC)cc1OC	1.1	-13	15	0.2	-7	0	0.8	0.0	4
35	O=c1ccnc(SCc2ccccc2Cl)[nH]1	0.8	-9	15	-0.6	-5	-3	-0.1	-0.2	0
44	O=C1CCCC2=C1C(c1ccncc1)c1c(nc(SCc3ccccc3Cl)[nH]c1=O)N2 (centres undefined)	-1.0	-24	-5	-0.1	-108	1	0.0	-1.5	5
51	Clc1cccc(N/N=C/c2ccc(N3CCOCC3)s2)c1	0.4	-7	0	2.6	33	6	0.4	0.7	11
52	COC(=O)c1cccc(NC(=O)Nc2ccc(Cl)cc2)c1	0.6	2	-34	-1.4	10	1	7.2	21*	-1
55	CCOC(=O)C(NC(=O)c1cccc(Cl)c1)(OCc1ccc(F)cc1)C(F)(F)F (centres undefined)	-0.2	-29	-7	0.4	-10	-3	-0.8	0.0	5
60	Cc1cc(C)n(-c2ccc(C(=O)OCC(=O)Nc3ccc(Cl)c(S(=O)(=O)N(C)C)c3)cc2)n1	0.3	10	-30	-1.1	36	-3	-0.4	-0.4	1

Retrieved by compound from the list above, 2 records:
No.	mol	PERK inhibitor	S1P4 antag	EP2 mod	S1P4 agonist	m-calpain inh	Ba/F3 V617F tox	TRPML3 agonist	zfTRPN1 agonist	BaF3 parental
51	Clc1cccc(N/N=C/c2ccc(N3CCOCC3)s2)c1	0.4	-7	0	2.6	33	6	0.4	0.7	11
62	COC1(NC(=O)c2ccccc2)C(C)=CC(=O)C=C1C	0.4	16	-25	0.9	34	8	0.4	0.1	11
